Screening data from PubChem BioAssay.
UBC13 inh = blocks human UBC13 polyubiquitin chain formation. AID 485273. 330,000 compounds, 0.47% hits. TR-FRET. inhibition, % at 20 µM. P61088; in the data active = inhibition above about 45%, passing the limit was not always enough
Target sequence (P61088 whole entry, looked up): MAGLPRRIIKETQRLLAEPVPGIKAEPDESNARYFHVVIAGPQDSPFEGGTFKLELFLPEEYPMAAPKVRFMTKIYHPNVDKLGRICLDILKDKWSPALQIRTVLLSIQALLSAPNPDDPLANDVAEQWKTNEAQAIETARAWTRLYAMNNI
SENP1 inh = SENP1 (human) catalytic domain inhibition | recombinant SENP1 catalytic domain, CyPet-SUMO1-YPet FRET cleavage | inhibition, % at 10 µM | 360,000 compounds, 0.21% hits;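 active = inhibition at least 30% at 10 µM, raw YFP signal under a set limit, fluorescence ratio 0.5 to 1.5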;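 also: 0% = enzyme with DMSO and 100% = no enzyme wells; some results filed as inactive read as strong as hits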
Target sequence (Q9P0U3 419-644 limits assumed): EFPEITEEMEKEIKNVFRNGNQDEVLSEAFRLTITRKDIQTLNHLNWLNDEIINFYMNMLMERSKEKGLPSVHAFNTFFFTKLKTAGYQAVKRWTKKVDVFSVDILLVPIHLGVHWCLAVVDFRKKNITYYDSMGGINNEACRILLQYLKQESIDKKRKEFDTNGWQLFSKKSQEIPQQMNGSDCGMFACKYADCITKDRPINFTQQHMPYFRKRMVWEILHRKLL
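Assay system: hSENP1 catalytic domain, recombinant. Amount: SENP1 enzyme, 20 pM final. Schedule: 50 min reaction, RT, dark. Technique: FRET, CFP and YFP emission. Control set: no-enzyme wells low, DMSO-plus-enzyme wells high control.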
SENP6 inh = inhibitors of human SENP6 protease. Q9GZR1. Recombinant SENP6 catalytic domain, aminoluciferin luminescence. inhibition, % at 10 µM. 330,000 compounds, 1.8% hits. AID 2599;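 active = inhibition above about 50% at the single tested dose, limit read from the data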;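 also: plate controls were DMSO wells with enzyme for no effect and DMSO wells lacking enzyme for full effect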
Apaf1 inhib = human Apaf-1 inhibition. O14727. reconstituted apoptosome caspase-3 activity, DEVD-Rh110 fluorescence. inhibition, % at 20 µM. 330,000 compounds, 0.71% hits. AID 489030; active = inhibition of at least 40% at 20 µM;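 also: plate controls were DMSO wells for no effect and DEVD-CHO caspase inhibitor wells for full effect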
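Assay system: Apoptosome proteins | Medium: pH 7.5 Hepes buffer with CHAPS, BSA, DTT | Also added: Cytochrome c and DEVD-Rh110 substrate | Times: 30 min plus 50 min, RT | Detection: Rhodamine 110 fluorescence at Ex 480/Em 540 nm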
SENP7 inh = SENP7 protease inhibition | AID 434973 | 330,000 compounds, 1.5% hits | recombinant SENP7, Z-RLRGG-aminoluciferin luminescence, 40 min | inhibition, % at 5 µM;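 active = inhibition above about 50% at the single test dose, limit read from the data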;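 also: plate controls were DMSO with enzyme for no effect and no enzyme buffer wells for full effect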
Target sequence (Q9BQF6 706-1050 limits assumed): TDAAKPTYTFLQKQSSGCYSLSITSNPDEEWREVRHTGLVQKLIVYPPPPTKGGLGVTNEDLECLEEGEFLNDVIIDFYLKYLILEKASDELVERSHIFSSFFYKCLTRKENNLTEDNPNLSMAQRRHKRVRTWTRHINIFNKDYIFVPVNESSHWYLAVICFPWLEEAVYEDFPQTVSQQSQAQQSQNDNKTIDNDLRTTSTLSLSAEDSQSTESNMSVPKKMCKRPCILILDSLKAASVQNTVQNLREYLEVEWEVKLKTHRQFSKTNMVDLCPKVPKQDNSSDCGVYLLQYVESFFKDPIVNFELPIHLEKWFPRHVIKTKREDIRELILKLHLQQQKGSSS
SENP8 block-1 = inhibitors of human SENP8 protease; Q96LD8; recombinant SENP8, Nedd8 substrate fluorescence; inhibition, % at 20 µM; 360,000 compounds, 0.64% hits; AID 602440; in the data active = inhibition mostly above about 40%, no sharp cut-off; inactive = mostly below about 27%
Target sequence (Q96LD8 whole entry, looked up): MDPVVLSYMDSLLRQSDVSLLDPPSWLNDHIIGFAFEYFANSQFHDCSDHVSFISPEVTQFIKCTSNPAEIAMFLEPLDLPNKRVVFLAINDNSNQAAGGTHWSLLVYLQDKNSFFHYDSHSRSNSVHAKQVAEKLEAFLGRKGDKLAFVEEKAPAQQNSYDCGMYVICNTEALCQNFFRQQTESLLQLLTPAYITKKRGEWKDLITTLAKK
APOBEC3G inh = inhibitors of human APOBEC3G DNA deaminase | Q9HC16 | recombinant A3G, ssDNA deamination FAM/TAMRA fluorescence | inhibition, % at 20 µM | 330,000 compounds, 0.28% hits | AID 493012;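 active = inhibition of at least 40% at 20 µM, with no more than 30% in the related APOBEC3A deaminase screen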;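 also: plate controls were DMSO wells with A3G for no effect and wells lacking A3G enzyme for full effect; some compounds called inactive have numbers as strong as hits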
SENP8 block-2 = inhibitors of human SENP8 protease | purified SENP8, Z-RLRGG-aminoluciferin cleavage, luminescence | 330,000 compounds, 1.2% hits | inhibition, % at 10 µM | AID 2540 | Q96LD8; in the data active = inhibition above about 50%
Active calls of the source: *; i = inactive; / = not tested or not shown.

SMILES | UBC13 inh | SENP1 inh | SENP6 inh | Apaf1 inhib | SENP7 inh | SENP8 block-1 | APOBEC3G inh | SENP8 block-2
CCOc1ccc2[nH]cc(C(=O)N3CCN(CC)CC3)c(=O)c2c1 | 6.3 | -3.0 | 5.3 | -4.0 | 0.2 | -152.7 | -5.9 | 7.5
N=c1n(Cc2ccccc2)c2ccccc2n1Cc1ccccc1 | 23.9 | 3.3 | -14.3 | 13.2 | -4.4 | 22.1 | -5.1 | -9.8
O=C(Nc1ccc(Oc2cccnc2)cc1)C1CCN(Cc2cccc(Cl)c2)CC1 | 0.6 | -1.7 | 1.1 | 1.1 | -13.2 | -1.4 | -3.1 | -6.4
O=C(CS(=O)(=O)Cc1ccccc1)N1CCN(c2cccc(C(F)(F)F)c2)CC1 | -4.8 | -8.4 | -8.4 | 19.2 | -0.8 | 17.8 | -4.7 | 2.1
Cc1ccc(-n2ccnc(SCC(=O)NCCc3ccccc3)c2=O)cc1F | 16.6 | 0.0 | 0.1 | 1.2 | -1.7 | i | -10.8 | 4.5
O=C(/C=C/c1ccc(O)c(O)c1)c1ccccc1O | -61.4 | -15.2 | 13.9 | 2.8 | 96.7* | 20.1 | 3.8 | 96.8*
CCOC(=O)C1CCCN(C(=O)c2ccc([N+](=O)[O-])cc2)C1 (stereo unspecified) | -1.0 | 1.5 | 8.1 | -5.0 | 14.7 | 18.6 | -10.6 | 6.3
COC(=O)c1c(C)oc2ccc(NS(=O)(=O)c3cccs3)cc12 | 5.2 | 0.1 | 4.3 | 1.2 | -3.9 | 6.8 | -5.4 | 5.0
COc1ccccc1-c1cc(-c2ccc(O)cc2)nc(N)c1C#N | 23.8 | -31.2 | -14.2 | 10.1 | 3.6 | -319.1 | -8.2 | 1.9
Cn1cnc([N+](=O)[O-])c1Nc1cccc(O)c1 | -2.3 | -1.2 | 6.8 | -14.5 | 7.6 | 17.3 | -3.2 | -2.6
CC1CC(=O)Nc2ccccc2N1C(=O)CN1CCN(C=O)CC1 (stereo unspecified) | 2.2 | 3.1 | -2.3 | -2.8 | 0.8 | 7.0 | -0.5 | -1.7
CC(=O)O/N=C/c1c(Cl)n(C)c2ccccc12 | -0.3 | -1.2 | -10.9 | -2.3 | 3.8 | -3.3 | -11.4 | -3.7
CCS(=O)(=O)N1CCCC(C(=O)NCCCN2CCCC2=O)C1 (stereo unspecified) | 2.6 | -1.7 | 7.0 | 3.8 | 1.2 | 24.4 | -5.3 | -0.9
CCOC(=O)CN=C/C(C(C)=O)=C(/C)O | -2.3 | -0.3 | 5.8 | 0.1 | 7.0 | 0.1 | -2.2 | -5.7
Cc1ccc(CN2C(=O)c3ccccc3NC2c2cc(Br)ccc2O)cc1 (stereo unspecified) | 10.0 | -1.0 | -0.2 | 23.2 | 10.4 | -281.4 | -2.3 | -2.9
COc1ccc(CN2CCCC(C(=O)c3cccc(OC(C)C)c3)C2)cc1Cn1cccn1 (stereo unspecified) | 24.3 | -0.5 | -1.7 | -5.9 | 10.7 | 8.3 | -4.7 | 0.9
CCCc1nn(C)c2c1C(c1cccnc1)C(C#N)=C(N)O2 (stereo unspecified) | -9.9 | -1.9 | -6.3 | -12.2 | -3.4 | 9.4 | -2.1 | -7.3
CCOC(=O)C1=C(COC(=O)c2ccc3ccccc3c2O)NC(=O)NC1C (stereo unspecified) | 25.8 | 38.1* | 18.9 | 37.4 | -3.7 | i | -2.9 | -2.4
Cn1c(COc2ccc(Br)cc2)nnc1SC1CCc2ccccc2C1=O (stereo unspecified) | 0.8 | 0.9 | -1.5 | 15.1 | -3.1 | -330.1 | -6.8 | -2.0
Cc1cc(F)ccc1S(=O)(=O)Nc1ncnc2sccc12 | -0.7 | -32.6 | -18.0 | 1.4 | 4.3 | -10.5 | 1.6 | 3.8
Cc1nn(Cc2ccccc2)c(Cl)c1/C=C/C(=O)OCC(=O)N(C)C1CCS(=O)(=O)C1 (stereo unspecified) | 2.6 | 3.6 | -4.1 | 0.3 | 1.4 | 12.7 | -0.9 | 3.6
COc1ccc(S(=O)(=O)NNC(=O)c2cc3cc4ccccc4nc3s2)cc1 | -14.1 | -0.1 | -6.4 | 11.8 | 3.8 | -88.7 | -6.4 | 3.4
CC(C)C(=O)c1c(C(C)C)nn2ccccc12 | 0.9 | 1.5 | 1.6 | 5.0 | 7.9 | -4.1 | 0.8 | 4.4
CCOc1ccc(/C=N/n2c(C)nc3ccccc3c2=O)cc1 | 1.3 | -1.4 | -14.2 | 3.6 | 3.7 | 17.4 | -3.1 | -3.5
CCc1ccc(N2CC(C(=O)Nc3cccc(S(=O)(=O)N4CCCC4)c3)CC2=O)cc1 (stereo unspecified) | 5.2 | -1.0 | -3.2 | 15.1 | -8.4 | -0.7 | -1.1 | -5.8
COc1cccc(OCC(O)CN2CCc3ccccc3C2)c1 (stereo unspecified) | -3.2 | 1.6 | -29.8 | -10.9 | -4.8 | 16.6 | -6.6 | -2.2
CCOC(=O)c1sc(N=NC2=C(O)CC(C)(C)CC2=O)c(C(=O)OCC)c1C | -96.6 | 56.4* | -45.5 | 15.4 | -4.3 | 29.5 | -3.1 | -9.3
CC(=O)Oc1ccc(N(C(C)=O)S(=O)(=O)c2cccs2)cc1 | -3.9 | -0.8 | -29.2 | -10.7 | -2.4 | 0.9 | -4.4 | -8.5
Cc1onc(-c2ccccc2)c1C(=O)NNC(=S)NC(=O)c1ccc(Cl)cc1Cl | -13.6 | 1.4 | -0.4 | 2.6 | 0.3 | 16.6 | -7.9 | 5.3
S=c1[nH]nc(COc2ccccc2)n1/N=C/C=C/c1ccccc1 | -3.9 | 0.7 | -11.0 | 6.6 | 5.2 | 6.2 | -6.5 | -5.0
COc1ccc(CCNC(=O)COC(=O)CCC(=O)c2ccc(F)cc2)cc1OC | 4.5 | 3.0 | 7.4 | -9.4 | 9.5 | 8.5 | -7.4 | 6.0
Cc1ccc(Nc2nnc(SC(C)C(=O)NCC3CCCO3)s2)cc1C (stereo unspecified) | 1.6 | 1.1 | -4.9 | -2.7 | 1.1 | -2.6 | -12.9 | -1.4
Fc1ccc(N=Cc2ccc[nH]2)cc1 | -0.4 | -0.4 | -5.6 | -3.0 | 6.0 | 6.9 | -8.7 | -7.5
O=C(c1ccccc1)c1ccc(Cn2cc(-c3ccccc3)nn2)cc1 | 3.5 | -0.1 | 61.3* | 16.6 | 51.7* | 13.2 | 0.1 | 57.8*
Cc1ncc(CN2CCC(C(=O)Nc3cccc(-c4cscn4)c3)CC2)cn1 | -0.7 | 1.2 | 6.9 | 3.5 | 2.9 | 4.4 | -8.7 | 3.8
Cc1cccc(Cn2c(SCCO)nc3c2c(=O)n(C)c(=O)n3C)c1 | 7.9 | -1.4 | 6.0 | -5.5 | -5.4 | 22.4 | -12.1 | -7.4
O=c1[nH][nH]c(=S)n1C1CCCCC1 | -1.0 | / | -2.6 | -19.4 | -0.1 | / | 11.8 | 3.0
Fc1ccc(CSc2nncn2NCc2ccc3c(c2)OCO3)cc1 | -0.7 | 0.4 | -12.9 | 0.9 | 2.4 | 30.5 | -1.9 | -1.0
Cc1nnc(SCC(=O)NC23CC4CC(CC(C4)C2)C3)n(N)c1=O | 11.4 | 1.4 | -14.7 | -15.4 | 3.2 | 1.4 | -3.0 | 2.3
CC(=O)c1c(C)nc2cc(Cl)ccc2c1N | 6.9 | 1.5 | -2.4 | -2.5 | 7.2 | -40.0 | -6.2 | 6.6
Cc1ccc(-c2noc(CCC(N)=O)n2)cc1 | 1.9 | -1.4 | -5.8 | -10.2 | 2.8 | -2.2 | -5.6 | -4.4
Cn1c(=O)c([N+](=O)[O-])c(N2CCN(Cc3ccc4c(c3)OCO4)CC2)c2ccccc21 | 6.9 | -1.9 | -19.1 | 5.4 | 1.7 | 25.2 | -5.1 | -1.5
COc1cc2c(cc1OC)-c1cc(OCCN3CCOCC3)nc(=O)n1CC2 | 14.5 | -19.3 | 2.5 | -3.9 | 0.4 | -306.7 | -4.4 | 3.6
O=C(Nc1ccc(C2=NCCN2)cc1)c1ccc(C(=O)Nc2ccc(C3=NCCN3)cc2)c([N+](=O)[O-])c1 | 107.0* | -15.1 | 17.9 | -18.4 | -4.9 | 17.7 | 20.3 | -1.2
C=CCN1N=C(/C=C/c2ccccc2)CCC1=O | -3.0 | 1.0 | 2.9 | 15.1 | 6.1 | 8.4 | -1.4 | -10.3

Rewritten with values under each structure: entries from further up.
Every second line gives: UBC13 inh, SENP1 inh, SENP6 inh, Apaf1 inhib, SENP7 inh, SENP8 block-1, APOBEC3G inh, SENP8 block-2
> O=C(CS(=O)(=O)Cc1ccccc1)N1CCN(c2cccc(C(F)(F)F)c2)CC1
 : -4.8, -8.4, -8.4, 19.2, -0.8, 17.8, -4.7, 2.1
> Cc1ccc(-n2ccnc(SCC(=O)NCCc3ccccc3)c2=O)cc1F
 : 16.6, 0.0, 0.1, 1.2, -1.7, i, -10.8, 4.5
> O=C(/C=C/c1ccc(O)c(O)c1)c1ccccc1O
 : -61.4, -15.2, 13.9, 2.8, 96.7*, 20.1, 3.8, 96.8*
> CCOC(=O)C1CCCN(C(=O)c2ccc([N+](=O)[O-])cc2)C1 (stereo unspecified)
 : -1.0, 1.5, 8.1, -5.0, 14.7, 18.6, -10.6, 6.3

Going on with the list.
SMILES | UBC13 inh | SENP1 inh | SENP6 inh | Apaf1 inhib | SENP7 inh | SENP8 block-1 | APOBEC3G inh | SENP8 block-2
COc1cc2c(cc1OC)-c1nc3ccccc3c(=O)n1C(C)(C)C2 | 0.3 | 1.6 | 13.0 | -14.5 | 1.9 | -164.2 | -7.2 | 5.0
CN(c1ccccc1)S(=O)(=O)c1ccc(NC(=O)c2ccccc2C(=O)O)cc1 | 4.1 | -1.4 | -9.6 | -5.5 | 1.2 | 9.2 | -1.9 | 2.3
CSc1nc(-c2ccc(Cl)cc2)c(C#N)c(=O)n1C | 11.5 | 0.5 | -13.6 | 3.4 | 2.4 | -64.0 | -5.5 | 4.3
CC1(C)Cc2c(cnn2-c2ccccc2)C(NC(=O)CCCn2cncn2)C1 (stereo unspecified) | -5.1 | -1.9 | 1.1 | 5.5 | 1.0 | 4.5 | -1.9 | 6.5
N#CCCN(C(=O)COC(=O)c1ccc2c(=O)n3c(nc2c1)CCC3)c1ccccc1 | -0.8 | -8.8 | -3.2 | -5.2 | -1.8 | -35.3 | -1.9 | 4.4
CCOc1ccccc1C(=O)NCC(=O)NNC(=O)CN(C)S(=O)(=O)c1ccc(Cl)cc1 | -0.6 | 1.7 | -3.2 | 7.0 | 3.2 | 15.2 | 1.4 | 0.6
Cn1c(CNC(=O)c2ccc3c(c2)OCO3)nnc1SCC(=O)Nc1ccccc1Cl | -1.6 | 1.2 | -15.1 | 0.7 | -1.0 | 0.2 | -12.0 | -4.1
CC(=O)c1sc(N)c(C(=O)OC(C)C)c1C | -4.0 | 2.4 | 2.3 | 2.1 | 0.7 | -54.1 | -2.5 | 11.4
CCc1nc(N2CCN(S(C)(=O)=O)CC2)c2c3c(sc2n1)CCCC3 | -5.2 | -1.4 | -15.5 | 5.2 | -4.7 | 14.6 | -4.8 | -3.1
Cc1nn2c([nH]c(=O)c3ccccc32)c1C=O | 6.8 | -13.7 | -3.8 | -12.4 | 1.4 | -54.8 | -2.9 | -6.2
CCOC(=O)CSc1nnc(CNc2nc(-c3ccccc3)cs2)n1C | 6.1 | 1.2 | -16.7 | 14.1 | -0.3 | 4.0 | -8.7 | -6.5
Cc1cc(C)c2nc(-n3nc(C)cc3N)cc(C)c2c1 | 4.9 | -1.2 | 11.4 | 6.8 | -1.7 | 3.6 | -5.7 | -4.1
Cc1cc(C)n(-c2ccc(C(=O)OCC(=O)NCc3ccc(F)cc3)cc2)n1 | -0.9 | -0.3 | -16.0 | 6.2 | -5.5 | 13.9 | -6.0 | -12.7
Cc1cccc2c1N(C)C(=O)C2=O | -16.7 | 1.3 | 2.9 | -0.4 | -9.0 | 2.9 | -9.4 | -4.8
